# M1 ag parental = M1 agonist counterscreen hit in parental CHO-K1 cells | Fluo-8 calcium fluorescence; scaled to maximal ATP response, vehicle zero | activation, % at 3 µM | AID 602248 | 360,000 tested, 0.48% active; in the data active = activation above about 15%;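 note: untransfected CHO-K1 host cells lacking M1 receptor as counterscreen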
# TAAR1 antag = antagonists of human TAAR1. Q96RJ0. CHO RD-HGA16 TAAR1, Fluo-8 calcium fluorescence, antagonist. inhibition, % at 3 µM. 360,000 tested, 1.5% active. AID 624466;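 active = inhibition above a per-plate cutoff, the mean inhibition of test compounds on that plate plus 3 SD, cut at about 49% in these data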;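 note: 0% = DMSO plus EC80 beta-PEA response and 100% = DMSO alone without agonist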
#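 System: CHO RD-HGA16 cells bearing hTAAR1. Reagent: EC80 β-phenethylamine stimulus. Schedule: seeding 17-24 h prior, 75-min 37 °C, 30-min RT dye loading. Signal: Fluo-8 intracellular calcium dye fluorescence, real-time kinetic reads. Read-out: % inhibition from peak post-agonist over basal fluorescence ratio. Benchmarks: vehicle wells and EC80 agonist wells. Replicates: n of 1.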
# CHO parental Ca = counter-screen: ATP calcium response change in parental CHO cells; parental CHO-K1, ATP-induced calcium, Fluo-8 fluorescence; inhibition, % at 5.6 µM; 330,000 tested, 0.63% active; AID 463079;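 active = inhibition above that plate's mean sample inhibition plus 3 SD, cut at about 26% in these data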;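 note: 0% = ATP-challenged DMSO wells and 100% = DMSO wells without ATP; some compounds past the cut are filed as inactive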
#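 test system = CHO parental line | reagent = ATP stimulus | measured by = intracellular calcium via Fluo-8 no-wash fluorescent dye | control set = ATP and no-ATP DMSO wells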
# TAAR1 agonist = agonists of human TAAR1; Q96RJ0; CHO RD-HGA16 TAAR1, Fluo-8 calcium fluorescence; vehicle wells 0%, saturating PEA agonist 100%; activation, % at 3 µM; 360,000 tested, 0.99% active;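 active = activation above the mean activation of all test compounds in the run plus 3 SD, cut at about 38% in these data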
#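 test system = CHO RD-HGA16 cells carrying human TAAR1 plus Gα16 | schedule = 17-24 h seeding, 75 min 37 °C dye, 30 min RT | compound dosing = 3 µM single concentration | control set = DMSO and PEA EC100 | replicates = n 1 | signal = Fluo-8 fluorescence, 5 s baseline then 140 s kinetic read | measure = percent activation vs PEA EC100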
# CHRM1 agonist = human M1 muscarinic receptor agonism; 360,000 tested, 0.33% active; P11229; CHO-K1 hM1, Fluo-8 calcium fluorescence, agonist mode; 0% DMSO, 100% acetylcholine EC100; activation, % at 3 µM;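 active = activation above the run's mean compound activation plus 3 SD, cut at about 16% in these data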;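 note: peak over basal fluorescence ratio within a 140 s kinetic read after compound addition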
# Target sequence (P11229 whole entry, looked up): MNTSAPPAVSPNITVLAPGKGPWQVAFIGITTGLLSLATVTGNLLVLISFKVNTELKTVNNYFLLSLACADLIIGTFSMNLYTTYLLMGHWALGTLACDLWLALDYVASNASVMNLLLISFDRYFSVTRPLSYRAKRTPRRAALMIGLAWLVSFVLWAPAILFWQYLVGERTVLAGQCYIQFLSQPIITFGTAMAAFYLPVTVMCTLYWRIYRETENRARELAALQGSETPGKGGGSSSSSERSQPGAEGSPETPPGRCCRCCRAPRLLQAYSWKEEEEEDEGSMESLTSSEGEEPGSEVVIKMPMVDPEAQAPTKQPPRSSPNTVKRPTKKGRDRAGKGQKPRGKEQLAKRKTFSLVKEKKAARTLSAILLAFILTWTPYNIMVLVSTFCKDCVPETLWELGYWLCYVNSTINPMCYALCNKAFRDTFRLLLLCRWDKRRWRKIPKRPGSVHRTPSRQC
# OXTR potentiator = human OXTR potentiation; P30559; AID 2445; activation, % at 3 µM; 320,000 tested, 0.061% active; CHO-OTR cells, Fluo-8 calcium fluorescence, potentiator mode; 0% = oxytocin EC15, 100% = EC100;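 active = activation above that plate's cutoff, the mean activation of tested compounds plus 3 SD, cut at about 6.6% in these data, passing the limit was not always enough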;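 note: 100% uses oxytocin at 75 nM as the full agonist control; some results filed as inactive read as strong as hits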
# Target sequence (P30559 whole entry, looked up): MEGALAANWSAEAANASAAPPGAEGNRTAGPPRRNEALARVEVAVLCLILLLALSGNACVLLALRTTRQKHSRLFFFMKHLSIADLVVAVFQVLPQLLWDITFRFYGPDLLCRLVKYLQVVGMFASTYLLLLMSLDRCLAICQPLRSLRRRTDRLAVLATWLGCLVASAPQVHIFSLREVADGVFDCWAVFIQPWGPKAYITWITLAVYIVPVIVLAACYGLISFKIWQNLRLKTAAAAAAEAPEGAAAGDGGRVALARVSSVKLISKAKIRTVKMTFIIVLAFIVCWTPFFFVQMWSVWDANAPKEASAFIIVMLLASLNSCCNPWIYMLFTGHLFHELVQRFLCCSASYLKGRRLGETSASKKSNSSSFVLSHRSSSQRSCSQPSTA
#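 Replication – single well per compound, singlicate · Assay system – CHO cell line stably expressing human OTR · Timing – 6 min pre-incubation, 100 s read · Measure – normalized max/min fluorescence ratio, % activation · Doses – 3.0 µM, one dose · Detection – Fluo-8 calcium dye fluorescence · Probe or stimulus – oxytocin near EC15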
# M1 PAM parental = counter-screen for M1 PAMs: effect in parental CHO-K1 cells; ATP EC20, Fluo-8 calcium fluorescence; 0% at ATP EC20, 100% at ATP max; 360,000 tested, 0.02% active; activation, % at 3 µM;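 active = activation above the run cutoff, the mean activation of all test compounds plus 3 SD, cut at about 40% in these data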;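 note: peak over basal fluorescence ratio in a 140 s read after ATP addition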
# CHO-K1 Ca antag = counter-screen for M1 antagonists: effect in parental CHO-K1 cells. ATP-induced calcium, Fluo-8 fluorescence. inhibition, % at 3 µM. 360,000 tested, 0.6% active. AID 602250;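 active = inhibition above a per-plate cutoff, the plate's mean sample inhibition plus 3 SD, cut at about 24% in these data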;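 note: 0% = DMSO plus EC80 ATP and 100% = DMSO alone without ATP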
# M1 antag = blocks human M1 muscarinic receptor; P11229; CHO-K1 hM1, Fluo-8 calcium fluorescence, ACh EC80 antagonist; inhibition, % at 3 µM; 360,000 tested, 1.3% active; AID 588852;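 active = percent inhibition above its own plate's cutoff, namely the mean of that plate's compound wells plus 3 SD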;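 note: peak over basal fluorescence ratio during 140 s after agonist addition; 0% = ACh EC80 plus DMSO and 100% = DMSO alone without agonist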
# * marks the source's active call; other numbers are inactive results; . = not tested or not shown.
compound	M1 ag parental	TAAR1 antag	CHO parental Ca	TAAR1 agonist	CHRM1 agonist	OXTR potentiator	M1 PAM parental	CHO-K1 Ca antag	M1 antag
CCOC(=O)C1(C)CCN1C(=O)Cc1ccc(OC)cc1 (stereo not drawn)	-0.1	-20	.	8	-3	.	-2	9	-11
CCOc1ccc(C2C(C#N)=C(N)Oc3nc[nH]c(=O)c32)cc1 (stereo not drawn)	0.0	-46	-6	1	-7	-11	15	-12	5
c1ccc2cc3[nH]c(CN4CCOCC4)nc3cc2c1	-0.7	2	-3	3	-3	4	4	-5	-1
CN(C)C(=O)CSc1ncccc1-c1nc2ccccc2[nH]1	0.2	-9	-6	4	-4	8	-3	-1	-3
Nc1ccc(C2=Nc3cccc4cccc(c34)N2)cc1	0.5	9	.	0	-6	.	14	0	7
Cc1cc(NC(=O)CCCC(=O)NCc2cccs2)no1	-0.2	8	3	8	-2	-12	-17	-12	3
O=C(Nc1ncccc1O)c1ccc(Oc2ccccc2)cc1	1.1	3	-3	12	-3	-5	-5	-15	-3
O=C(NCc1ccco1)c1cccc(S(=O)(=O)N2CCc3ccccc32)c1	2.1	19	-19	-1	-9	-4	1	7	8
C/C(=N\NC(=S)Nc1ccc(C)cc1)c1cc2ccccc2o1	-0.9	-21	-10	5	-3	-15	8	-8	-10
CCn1cc(C(=O)O)c(=O)c2cc(F)c(N3CCN(S(=O)(=O)c4ccc5c(c4)OCCO5)CC3)cc21	0.5	-10	11	4	-2	-16	17	-17	-1
O=[N+]([O-])c1cc(S(=O)(=O)C(F)(F)F)ccc1NCC1CCCO1 (stereo not drawn)	6.2	5	-1	-2	-8	-8	23	-7	5
Cc1nc2ccccn2c1C(=O)N/N=C/c1cc(C)n(-c2ccc(Cl)cc2)c1C	1.3	16	-21	8	-5	-7	6	6	2
CC(C)(C)c1cc[n+](/C(C(=S)Nc2ccccc2F)=C(/[O-])c2ccc3c(c2)OCCO3)cc1	1.7	-12	-11	0	-7	-11	17	-11	-16
CCOc1ccccc1C(O)C1=CC(=O)c2ccccc2C1=O (stereo not drawn)	0.9	-7	.	1	1	.	12	-21	-9
CCOC(=O)C1=C(C)N(C)C(=S)NC1c1cccc(Cl)c1Cl (stereo not drawn)	0.5	-15	-17	-3	-11	-6	24	-12	-7

# New compounds follow:
compound	M1 ag parental	TAAR1 antag	CHO parental Ca	TAAR1 agonist	CHRM1 agonist	OXTR potentiator	M1 PAM parental	CHO-K1 Ca antag	M1 antag
O=C(NC1CCCC1)C1c2ccccc2C(=O)N1C1CCCCC1 (stereo not drawn)	-0.2	-6	-16	4	-3	1	15	-16	-1
O=c1ccccn1Cc1c(Cl)cccc1Cl	0.3	.	-6	.	-3	-5	10	-6	-3
CC(C)(C)OC(=O)C[C@@H]1C/C=C\C[C@@H](CC(=O)N(CCO)Cc2ccccc2)C(=O)NC[C@@H](c2ccccc2)OC1=O	1.9	23	-17	13	-4	0	0	-4	9
CC1=NN(C(C#N)c2ccccc2C)C(c2ccccc2)C1 (stereo not drawn)	0.6	-18	-10	-2	-2	-3	8	-9	-16
Cc1cc(=O)oc(C)c1C(=O)NCCc1ccc(F)cc1	0.2	-5	-1	12	-5	-1	16	-8	-3
Cc1oc2cc3oc(=O)c(CCC(=O)NCCCN4CCCC4=O)c(C)c3cc2c1C	3.6	8	-7	0	-2	-3	19	-1	5
O=C(COC(=O)c1cc[n+]([O-])cc1)Nc1ccccc1Sc1ccccc1	0.5	105*	3	1	-2	1	6	-13	2
CCCS(=O)(=O)NC(=O)C1(C)CCCN(C(=O)CSc2ccccc2)C1 (stereo not drawn)	1.1	-11	.	2	-3	.	18	-9	-15
CCCCNC(=O)NNC(=O)C1CC1(c1ccccc1)c1ccccc1 (stereo not drawn)	-0.1	-1	-17	0	-3	-9	-4	0	-9
COc1ccc2c(c1)C(CC(C)=O)N(c1ccc(-c3cccnc3)cc1)C(c1ccsc1)=C2 (stereo not drawn)	0.8	-26	.	3	.	.	2	-6	.
C/C(=N\NC(=O)C1CC1c1ccccc1)c1cccs1 (stereo not drawn)	-0.1	-7	-10	6	0	-4	-14	-14	-5
Cc1cc(C)c(NC(=O)CN2C(=O)NC3(CCOc4ccccc43)C2=O)c(C)c1 (stereo not drawn)	0.2	10	-11	4	-1	-5	19	-4	-23
Cc1ccc(-c2[nH]c3ccccc3c2SCCNC(=O)c2ccc(S(=O)(=O)N3CCOCC3)cc2)cc1	0.8	2	1	1	-1	-10	27	-3	3
Cc1cc(C)cc(-n2nnc(C(=O)NCc3ccc(Cl)cc3)c2N)c1	0.8	-19	-18	6	-2	-11	-5	-11	-13
CCOC(=O)C(CC)Sc1nc2c(c(=O)[nH]c(=O)n2C)n1CCc1ccccc1 (stereo not drawn)	1.4	15	-21	-1	-2	-13	12	-5	1

# Reprinted from the entries so far for reference:
compound	M1 ag parental	TAAR1 antag	CHO parental Ca	TAAR1 agonist	CHRM1 agonist	OXTR potentiator	M1 PAM parental	CHO-K1 Ca antag	M1 antag
Cc1cc(=O)oc(C)c1C(=O)NCCc1ccc(F)cc1	0.2	-5	-1	12	-5	-1	16	-8	-3
Cc1oc2cc3oc(=O)c(CCC(=O)NCCCN4CCCC4=O)c(C)c3cc2c1C	3.6	8	-7	0	-2	-3	19	-1	5
O=C(COC(=O)c1cc[n+]([O-])cc1)Nc1ccccc1Sc1ccccc1	0.5	105*	3	1	-2	1	6	-13	2
CCCS(=O)(=O)NC(=O)C1(C)CCCN(C(=O)CSc2ccccc2)C1 (stereo not drawn)	1.1	-11	.	2	-3	.	18	-9	-15
CCCCNC(=O)NNC(=O)C1CC1(c1ccccc1)c1ccccc1 (stereo not drawn)	-0.1	-1	-17	0	-3	-9	-4	0	-9
COc1ccc2c(c1)C(CC(C)=O)N(c1ccc(-c3cccnc3)cc1)C(c1ccsc1)=C2 (stereo not drawn)	0.8	-26	.	3	.	.	2	-6	.
C/C(=N\NC(=O)C1CC1c1ccccc1)c1cccs1 (stereo not drawn)	-0.1	-7	-10	6	0	-4	-14	-14	-5
Cc1cc(C)c(NC(=O)CN2C(=O)NC3(CCOc4ccccc43)C2=O)c(C)c1 (stereo not drawn)	0.2	10	-11	4	-1	-5	19	-4	-23
Cc1ccc(-c2[nH]c3ccccc3c2SCCNC(=O)c2ccc(S(=O)(=O)N3CCOCC3)cc2)cc1	0.8	2	1	1	-1	-10	27	-3	3
Cc1cc(C)cc(-n2nnc(C(=O)NCc3ccc(Cl)cc3)c2N)c1	0.8	-19	-18	6	-2	-11	-5	-11	-13
CCOC(=O)C(CC)Sc1nc2c(c(=O)[nH]c(=O)n2C)n1CCc1ccccc1 (stereo not drawn)	1.4	15	-21	-1	-2	-13	12	-5	1

# Next entries follow:
compound	M1 ag parental	TAAR1 antag	CHO parental Ca	TAAR1 agonist	CHRM1 agonist	OXTR potentiator	M1 PAM parental	CHO-K1 Ca antag	M1 antag
CC(=O)c1cc2c(cc1NC(=O)C1CCC1)OCO2	0.5	-8	1	8	-6	-2	27	-10	-10
CN(C(=O)c1cccc(NC(=O)Cc2cccc([N+](=O)[O-])c2)c1)C1CCCC1	9.9	11	-8	12	-4	-7	4	-6	11
O=C1NCCN1Cc1cccc(Cl)c1	1.2	4	-4	12	-7	-1	25	-15	-4
COc1ccccc1NC(=O)CSc1ccc(-c2ccccn2)nn1	1.4	-28	-21	2	0	-4	-9	0	6
Cc1ccccc1OCCOc1cccc(/C=N/NC(=O)Cc2nnc(N)s2)c1	5.4	49*	53*	14	2	-17	15	8	3
O=C1C=C(NCCOC23CC4CC(CC(C4)C2)C3)C2(CCCCC2)O1	1.1	10	-12	4	-2	2	11	-15	-4
Cc1ccc(N2CC(C(=O)NC3CC3)CC2=O)cc1 (stereo not drawn)	-0.3	-10	-12	0	-5	-11	8	-5	2
CCOC(=O)Cn1c(=O)c2c(nc3n2CCCCN3c2ccc(C)cc2)n(C)c1=O	0.0	-17	0	10	-2	0	24	-8	-15
Cc1nn(CC(=O)NNC(=S)Nc2ccccc2)c(C)c1[N+](=O)[O-]	0.6	-25	-7	3	-5	1	12	-1	4
COCCCNC(=O)c1nc2c(nnn2Cc2cc(C)ccc2C)c(=O)[nH]1	-0.1	-1	-4	-2	-5	0	-11	13	7
CCOc1ccc(C(C)=O)cc1COC(=O)CNC(=O)c1cccs1	1.4	-7	-6	-1	-4	-6	8	-14	-4
C=CCOc1ccccc1CNn1nnnc1N	0.5	-19	-9	0	-3	3	24	-14	-12
Oc1[nH]c2ccc(Br)cc2c1N=Nc1ccc(C(F)(F)F)cn1	-0.2	-6	-1	1	-3	-7	22	5	-1
COc1ccc(CCNC(=O)C2CCCN2S(=O)(=O)c2ccc(F)cc2)cc1OC (stereo not drawn)	0.9	-21	0	2	0	-7	8	-17	-4
Cn1c(=O)cc(OCCCC(=O)NCCCN2CCN(Cc3ccccc3)CC2)c2ccccc21	0.1	-13	7	0	-5	-1	-4	8	23

# Following part.
compound	M1 ag parental	TAAR1 antag	CHO parental Ca	TAAR1 agonist	CHRM1 agonist	OXTR potentiator	M1 PAM parental	CHO-K1 Ca antag	M1 antag
COc1ccccc1NS(=O)(=O)c1cc(NC(=O)c2cc(=O)[nH]c3ccccc23)ccc1N1CCOCC1	0.8	19	-10	2	-4	-4	-19	5	-1
Nc1ccc2c(c1)Cc1cc(N)c(Cl)cc1-2	-0.9	-15	.	-1	0	.	4	-7	-12
O=C(O)c1ccc(C=NN2CCCCCC2)cc1	0.2	-14	.	4	0	.	7	-1	4
COc1ccc(C2=NCCc3cc(OC)c(OC)cc32)cc1OC	0.1	3	7	-2	-8	-4	20	-7	-18
COC(=O)c1cc(S(=O)(=O)Nc2cc(OC)cc(OC)c2)c[nH]1	2.9	-20	0	4	-2	-4	-13	-4	30
CN(C)CCNC(=O)C1Cc2c(-c3ccccc3Oc3ccccc3)ccnc2O1 (stereo not drawn)	0.0	-33	.	7	-8	.	-1	4	5
Cc1cc(C)cc(N(CC(=O)NC2CCCCC2)C(=O)c2csnn2)c1	1.1	-8	-8	-3	-1	-6	4	-14	-13
COC(=O)C1=C(C)Nc2ncnn2C1c1ccc(OCc2ccccc2)cc1 (stereo not drawn)	0.0	-15	-6	4	-2	-5	5	17	3
CCOc1cc(-c2noc(-c3cccnc3)n2)ccc1OC	0.5	-12	-6	1	-3	-9	-14	-12	-4
Cc1cc2nnn(-c3nnc(-c4ccccc4)c4ccccc34)c2cc1C	-0.1	-13	-13	4	-3	-8	13	-2	-7

# Screens as filed in PubChem BioAssay.
